Screening results as filed in PubChem.
SENP6 block – blocks the human protease SENP6; Q9GZR1; Recombinant SENP6 catalytic domain, aminoluciferin luminescence; AID 2599; hit rate 1.8% among 330,000; inhibition, % at 10 µM;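 active = inhibition above about 50% at the single tested dose, limit read from the data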;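 also: plate controls were DMSO wells with enzyme for no effect and DMSO wells lacking enzyme for full effect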
SENP7 block – inhibitors of human SENP7 protease | recombinant SENP7, Z-RLRGG-aminoluciferin luminescence, 40 min | inhibition, % at 5 µM | hit rate 1.5% among 330,000;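 active = inhibition above about 50% at the single test dose, limit read from the data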;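 also: plate controls were DMSO with enzyme for no effect and no enzyme buffer wells for full effect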
Target sequence (Q9BQF6 706-1050 limits assumed): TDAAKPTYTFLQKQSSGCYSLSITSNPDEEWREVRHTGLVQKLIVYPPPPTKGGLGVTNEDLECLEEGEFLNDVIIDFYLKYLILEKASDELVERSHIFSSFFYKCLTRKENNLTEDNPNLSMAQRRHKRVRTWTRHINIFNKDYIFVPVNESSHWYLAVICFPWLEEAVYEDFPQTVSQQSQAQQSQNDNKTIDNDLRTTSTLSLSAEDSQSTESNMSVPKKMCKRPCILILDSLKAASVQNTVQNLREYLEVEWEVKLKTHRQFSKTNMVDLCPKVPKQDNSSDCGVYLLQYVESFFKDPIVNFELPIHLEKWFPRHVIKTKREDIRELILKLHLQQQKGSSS
Apaf-1 inh – blocks human Apaf-1 apoptosome activity. reconstituted apoptosome caspase-3 activity, DEVD-Rh110 fluorescence. O14727. hit rate 0.71% among 330,000. inhibition, % at 20 µM; active = inhibition of at least 40% at 20 µM;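 also: plate controls were DMSO wells for no effect and DEVD-CHO caspase inhibitor wells for full effect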
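Medium: Hepes buffer, pH 7.5 / System: biochemical Apaf-1 apoptosome reconstitution / Measured by: Rh110 fluorescence, excitation 480 nm, emission 540 nm / Times: compound with Apaf-1, dATP, procaspase-3 30 min, then 50 min reaction, room temperature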
PfG6PD inh – PfG6PD (Plasmodium falciparum) enzyme inhibition; inhibition, % at 20 µM; PfGluPho enzyme, NADPH resazurin-diaphorase fluorescence; hit rate 0.78% among 350,000;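 active = inhibition reaching at least a set limit at 20 µM in the primary screen, cut at about 59% in these data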;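 also: 0% = DMSO wells with substrate and 100% = DMSO wells lacking glucose-6-phosphate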
SENP8 block-1 – blocks human SENP8 cleavage of Nedd8 substrate. AID 602440. Q96LD8. inhibition, % at 20 µM. hit rate 0.64% among 360,000. recombinant SENP8, Nedd8 substrate fluorescence; in the data active = inhibition mostly above about 40%, no sharp cut-off; inactive = mostly below about 27%
Target sequence (Q96LD8 whole entry, looked up): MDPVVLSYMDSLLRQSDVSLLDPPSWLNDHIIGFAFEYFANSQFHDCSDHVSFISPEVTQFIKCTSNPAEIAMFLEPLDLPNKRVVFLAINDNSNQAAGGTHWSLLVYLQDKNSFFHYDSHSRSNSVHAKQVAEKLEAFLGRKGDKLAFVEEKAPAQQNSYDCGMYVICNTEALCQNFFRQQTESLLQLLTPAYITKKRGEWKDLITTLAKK
HKDC1 inhibitor – inhibitors of human hexokinase HKDC1. hit rate 0.16% among 340,000. inhibition, % at 20 µM. AID 493160. Q2TB90. recombinant HKDC1, G6PDH/diaphorase resazurin coupled fluorescence;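 active = inhibition above about 35% when tested at 20 µM, limit read from the data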;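 also: plate controls were DMSO wells with enzyme for no effect and DMSO wells lacking enzyme for full effect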
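Assay system – recombinant HKDC1 (HK5) hexokinase enzyme, produced in-house · Input – HKDC1 at 5 µg/mL · Reagent – glucose plus 1 mM ATP as hexokinase substrates · Timing – 90 min reaction incubation at room temperature, dark · Measured by – G6PDH/diaphorase-coupled fluorescence, 1 mM NADP, 100 µM resazurin, 525/613 nm · Benchmarks – DMSO-enzyme wells negative, buffer-substituted wells positive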
SENP8 block-2 – inhibitors of human SENP8 protease | purified SENP8, Z-RLRGG-aminoluciferin cleavage, luminescence | inhibition, % at 10 µM | hit rate 1.2% among 330,000 | AID 2540; in the data active = inhibition above about 50%
SENP1 inh – inhibitors of human SENP1 SUMO protease catalytic domain; Q9P0U3; recombinant SENP1 catalytic domain, CyPet-SUMO1-YPet FRET cleavage; inhibition, % at 10 µM; hit rate 0.21% among 360,000;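 active = inhibition at least 30% at 10 µM, raw YFP signal under a set limit, fluorescence ratio 0.5 to 1.5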;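 also: 0% = enzyme with DMSO and 100% = no enzyme wells; some results filed as inactive read as strong as hits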
Target sequence (Q9P0U3 419-644 limits assumed): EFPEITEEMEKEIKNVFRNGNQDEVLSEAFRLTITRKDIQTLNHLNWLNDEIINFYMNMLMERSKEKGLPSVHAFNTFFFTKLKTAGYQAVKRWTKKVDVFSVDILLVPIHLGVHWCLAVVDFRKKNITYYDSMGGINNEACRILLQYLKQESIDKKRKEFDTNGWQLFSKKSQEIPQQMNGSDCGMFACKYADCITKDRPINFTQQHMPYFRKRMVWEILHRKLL
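Assay system – human recombinant His6-tagged SENP1 catalytic domain enzyme · Input – SENP1 enzyme, 20 pM final · Buffer or medium – Tris pH 8 buffer plus EDTA, NaCl, BME, BSA, NP40, catalase · Schedule – 50 min reaction at room temperature · Technique – FRET read of cyan and yellow fluorescence · Control set – no-enzyme wells low, DMSO-plus-enzyme wells high control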
Numbers without * were called inactive.

What do the screens show for `O=S(=O)(c1ccc(F)c2ccccc12)N1CCCCC1`?
SENP6 block: 9.3; SENP7 block: 4.4; Apaf-1 inh: 3.8; PfG6PD inh: -6.8; SENP8 block-1: 15.4; HKDC1 inhibitor: -1.8; SENP8 block-2: 2.0; SENP1 inh: 0.4

How did CCn1c(SCC(=O)NC(C)C)nnc1-c1cccs1 do in these assays?
SENP6 block: -29.0; SENP7 block: -1.1; Apaf-1 inh: 10.4; PfG6PD inh: -7.9; SENP8 block-1: 21.3; HKDC1 inhibitor: -8.0; SENP8 block-2: 1.3; SENP1 inh: 0.4

Results for CCCc1nnc(NC(=O)c2cc(OC)cc(OC)c2)s1 ?
SENP6 block: 0.9; SENP7 block: 6.8; Apaf-1 inh: 4.0; PfG6PD inh: 3.8; SENP8 block-1: 12.3; HKDC1 inhibitor: 2.1; SENP8 block-2: -10.8; SENP1 inh: -1.0

How did CC1CCCCN1S(=O)(=O)CCNC(=O)c1ccccc1 (stereo not drawn) do in these assays?
SENP6 block: -13.3; SENP7 block: -8.9; Apaf-1 inh: 3.5; PfG6PD inh: -4.5; SENP8 block-1: 1.5; HKDC1 inhibitor: -7.3; SENP8 block-2: -1.1; SENP1 inh: 2.1

Results for Cc1ccc(C)c(Cn2c(=O)n(CCC(=O)NCc3ccco3)c(=O)c3sccc32)c1 ?
SENP6 block: -4.9; SENP7 block: -2.3; Apaf-1 inh: 5.0; PfG6PD inh: 8.9; SENP8 block-1: 10.6; HKDC1 inhibitor: -7.1; SENP8 block-2: -8.0; SENP1 inh: 0.5

Results for CC(=O)c1ccc(NC(=O)CN2C(=O)COc3ccc(S(=O)(=O)N4CCCC4)cc32)cc1 ?
SENP6 block: -6.6; SENP7 block: 15.3; Apaf-1 inh: 6.9; PfG6PD inh: -17.4; SENP8 block-1: 8.2; HKDC1 inhibitor: -4.2; SENP8 block-2: -5.1; SENP1 inh: -0.3

How did COc1cc(NC(=O)CN2CCN(Cc3ccc4c(c3)OCO4)CC2)cc(OC)c1 do in these assays?
SENP6 block: 2.3; SENP7 block: -0.7; Apaf-1 inh: 0.6; PfG6PD inh: 5.3; SENP8 block-1: 18.3; HKDC1 inhibitor: -6.8; SENP8 block-2: -1.4; SENP1 inh: 2.8

How did Cc1n[nH]c(=O)nc1NCc1ccc(Cl)cc1 do in these assays?
SENP6 block: -1.4; SENP7 block: -3.8; Apaf-1 inh: -0.2; PfG6PD inh: 16.2; SENP8 block-1: 26.1; HKDC1 inhibitor: 0.9; SENP8 block-2: -9.6; SENP1 inh: -0.8

Results for COc1ccc(/C=C/C(=O)Nc2ccccc2)cc1S(=O)(=O)N1CCOCC1 ?
SENP6 block: -5.2; SENP7 block: -0.8; Apaf-1 inh: 5.9; PfG6PD inh: 5.5; SENP8 block-1: 7.7; HKDC1 inhibitor: -3.3; SENP8 block-2: -9.2; SENP1 inh: 1.3

How did CCCc1nn(C)c(C(=O)Nc2ccc(Cl)cc2)c1Cl do in these assays?
SENP6 block: -18.0; SENP7 block: -3.5; Apaf-1 inh: 2.7; PfG6PD inh: 3.4; SENP8 block-1: 7.4; HKDC1 inhibitor: -10.0; SENP8 block-2: -11.0; SENP1 inh: -2.7

How did O=C(Nc1ccc(Br)cn1)c1cccc(S(=O)(=O)N2CCCC2)c1 do in these assays?
SENP6 block: -11.3; SENP7 block: -15.9; Apaf-1 inh: 5.4; PfG6PD inh: 4.5; SENP8 block-1: -2.9; HKDC1 inhibitor: -3.7; SENP8 block-2: -10.5; SENP1 inh: -0.6

What do the screens show for `Cc1nc2ccc(NC(=O)c3nn(CC(C)C)c(=O)c4ccccc34)cc2s1`?
SENP6 block: -0.7; SENP7 block: -5.4; Apaf-1 inh: 16.6; PfG6PD inh: 5.8; SENP8 block-1: 4.0; HKDC1 inhibitor: -2.2; SENP8 block-2: -6.7; SENP1 inh: -2.3

How did CCC1(C)Cc2c(sc3nnn(CC(=O)Nc4ccccc4)c(=O)c23)CO1 (stereo not drawn) do in these assays?
SENP6 block: 9.1; SENP7 block: -2.7; Apaf-1 inh: 4.6; PfG6PD inh: 8.4; SENP8 block-1: 23.8; HKDC1 inhibitor: -4.6; SENP8 block-2: -13.1; SENP1 inh: -2.3

What do the screens show for `COc1ccc(CNC(=O)N2CCc3ccccc3C2)cc1Cl`?
SENP6 block: -5.9; SENP7 block: 4.1; Apaf-1 inh: 8.4; PfG6PD inh: 4.2; SENP8 block-1: 26.0; HKDC1 inhibitor: -0.3; SENP8 block-2: -2.4; SENP1 inh: 1.4

Results for O=C(NCC(c1ccco1)N1CCc2ccccc21)C(=O)Nc1ccccc1 (stereo not drawn) ?
SENP6 block: 0.3; SENP7 block: 2.4; Apaf-1 inh: 10.5; PfG6PD inh: 2.6; SENP8 block-1: 9.3; HKDC1 inhibitor: 0.0; SENP8 block-2: 3.2; SENP1 inh: -2.6

How did CC(C)CCN1C(=O)CCC1(C)C(=O)NC1CCCCCC1 (stereo not drawn) do in these assays?
SENP6 block: -4.0; SENP7 block: 6.4; Apaf-1 inh: -27.2; PfG6PD inh: 8.3; SENP8 block-1: 11.7; HKDC1 inhibitor: -5.8; SENP8 block-2: 0.6; SENP1 inh: -0.3

Results for Cc1ccc(-n2c(O)c(C=NC3CCS(=O)(=O)C3)c3ccccc3c2=O)cc1C (stereo not drawn) ?
SENP6 block: -15.6; SENP7 block: 0.7; Apaf-1 inh: -7.7; PfG6PD inh: 11.9; SENP8 block-1: 16.8; HKDC1 inhibitor: -6.6; SENP8 block-2: 1.1; SENP1 inh: -1.5

How did Cc1ccc(Sc2ccc(NC(=O)CCl)cc2)cc1C do in these assays?
SENP6 block: 7.7; SENP7 block: 12.1; Apaf-1 inh: 11.5; PfG6PD inh: -1.0; SENP8 block-1: 10.2; HKDC1 inhibitor: 16.7; SENP8 block-2: 0.4; SENP1 inh: 0.1

Results for CCn1c(SCC(=O)O)nc2ccccc21 ?
SENP6 block: 2.8; SENP7 block: -7.9; Apaf-1 inh: -1.6; PfG6PD inh: 10.2; SENP8 block-1: 6.8; HKDC1 inhibitor: -7.5; SENP8 block-2: -7.8; SENP1 inh: 0.8

Results for COc1ccc(NC(=O)CSc2nnc(C3CC3)n2N)cc1 ?
SENP6 block: 10.0; SENP7 block: -2.4; Apaf-1 inh: -15.5; PfG6PD inh: 2.2; SENP8 block-1: 15.2; HKDC1 inhibitor: -9.1; SENP8 block-2: 3.2; SENP1 inh: 0.2

Brought forward from above: 2 entries; new compounds follow.
Results for CCn1c(SCC(=O)O)nc2ccccc21 ?
SENP6 block: 2.8; SENP7 block: -7.9; Apaf-1 inh: -1.6; PfG6PD inh: 10.2; SENP8 block-1: 6.8; HKDC1 inhibitor: -7.5; SENP8 block-2: -7.8; SENP1 inh: 0.8

Results for COc1ccc(NC(=O)CSc2nnc(C3CC3)n2N)cc1 ?
SENP6 block: 10.0; SENP7 block: -2.4; Apaf-1 inh: -15.5; PfG6PD inh: 2.2; SENP8 block-1: 15.2; HKDC1 inhibitor: -9.1; SENP8 block-2: 3.2; SENP1 inh: 0.2

What do the screens show for `Cc1nc2nc(NCc3cccs3)nn2c(C)c1Cl`?
SENP6 block: -4.1; SENP7 block: 5.1; Apaf-1 inh: -5.7; PfG6PD inh: 4.9; SENP8 block-1: -298.3; HKDC1 inhibitor: -7.2; SENP8 block-2: -9.2; SENP1 inh: 1.9

How did Cc1cc2nc(-c3ccc4c(c3)CCC4)ccn2n1 do in these assays?
SENP6 block: -16.1; SENP7 block: -15.3; Apaf-1 inh: 15.6; PfG6PD inh: -7.3; SENP8 block-1: -257.2; HKDC1 inhibitor: 0.4; SENP8 block-2: -9.7; SENP1 inh: -20.3

Results for Cn1c(=O)[nH]c(=O)c2c1nc(SCC(=O)O)n2CCOc1ccccc1 ?
SENP6 block: 0.2; SENP7 block: 4.5; Apaf-1 inh: 2.6; PfG6PD inh: 3.0; SENP8 block-1: 13.1; HKDC1 inhibitor: -3.6; SENP8 block-2: 5.2; SENP1 inh: 1.2

Results for O=C(O)c1c(NC(=O)N2CCOCC2)sc2c1CCCC2 ?
SENP6 block: 18.0; SENP7 block: 0.4; Apaf-1 inh: 9.5; PfG6PD inh: 19.7; SENP8 block-1: -12.1; HKDC1 inhibitor: -1.4; SENP8 block-2: -5.1; SENP1 inh: 1.4

How did COc1cccc(C=Nc2cc(C)on2)c1O do in these assays?
SENP6 block: 6.3; SENP7 block: 6.8; Apaf-1 inh: 19.1; PfG6PD inh: 16.3; SENP8 block-1: 20.8; HKDC1 inhibitor: 0.4; SENP8 block-2: 1.3; SENP1 inh: 7.6

Results for CN(C)c1ccc(S(=O)(=O)N2CCCCC2)cc1NC(=O)CCNC(=O)c1ccco1 ?
SENP6 block: -3.8; SENP7 block: 6.1; Apaf-1 inh: -5.7; PfG6PD inh: 1.4; SENP8 block-1: 21.1; HKDC1 inhibitor: -6.3; SENP8 block-2: 0.9; SENP1 inh: -2.8

Results for CCCOc1ccc(-c2c(C(=O)N/N=C/c3ccsc3)nnn2-c2nonc2N)cc1 ?
SENP6 block: 2.6; SENP7 block: -8.4; Apaf-1 inh: -1.1; PfG6PD inh: 7.1; SENP8 block-1: -5.9; HKDC1 inhibitor: -5.6; SENP8 block-2: -3.2; SENP1 inh: 1.9

How did CCOC(=O)C1CCN(c2ncnc3c2cnn3-c2ccc(OC)cc2)CC1 do in these assays?
SENP6 block: -2.2; SENP7 block: 7.3; Apaf-1 inh: 4.9; PfG6PD inh: 0.5; SENP8 block-1: -234.3; HKDC1 inhibitor: 6.5; SENP8 block-2: -2.5; SENP1 inh: 3.6

What do the screens show for `CSc1nc2ccc3nc(NC(=O)C4COc5ccccc5O4)sc3c2s1` (stereo not drawn)?
SENP6 block: -4.0; SENP7 block: 9.7; Apaf-1 inh: 4.5; PfG6PD inh: 10.7; SENP8 block-1: -37.5; HKDC1 inhibitor: -2.7; SENP8 block-2: -9.7; SENP1 inh: -25.1

Results for Cc1ccc(OCC(=O)Nc2ccc(NC(=O)c3cccs3)cc2)c(C)c1 ?
SENP6 block: -5.6; SENP7 block: -3.3; Apaf-1 inh: 1.6; PfG6PD inh: -3.7; SENP8 block-1: 0.2; HKDC1 inhibitor: -3.6; SENP8 block-2: 0.0; SENP1 inh: 2.3

Results for Clc1ccc(-c2nnc(CNC3CC3)o2)cc1 ?
SENP6 block: 1.5; SENP7 block: -1.0; Apaf-1 inh: -0.7; PfG6PD inh: -8.8; SENP8 block-1: 10.3; HKDC1 inhibitor: 1.9; SENP8 block-2: 3.9; SENP1 inh: 0.3

What do the screens show for `CSc1ncccc1C(=O)OCC(=O)NCCCc1ccccc1`?
SENP6 block: 2.5; SENP7 block: -0.9; Apaf-1 inh: -5.0; PfG6PD inh: -13.7; SENP8 block-1: -5.4; HKDC1 inhibitor: -2.7; SENP8 block-2: 4.2; SENP1 inh: 0.7

What do the screens show for `CN1CCC(OC(c2ccccc2)c2ccccc2)CC1`?
SENP6 block: -10.3; SENP7 block: 0.5; Apaf-1 inh: -9.3; PfG6PD inh: 0.1; SENP8 block-1: 6.5; HKDC1 inhibitor: -1.7; SENP8 block-2: 1.4; SENP1 inh: 1.4

What do the screens show for `Cc1cc(C)c(S(C)(=O)=O)c(N(C)N)n1`?
SENP6 block: 6.6; SENP7 block: 6.0; Apaf-1 inh: -1.3; PfG6PD inh: -8.0; SENP8 block-1: -9.1; HKDC1 inhibitor: -10.2; SENP8 block-2: -0.9; SENP1 inh: 3.1
